Compound activity from PubChem.
NOD2 inhibition: NOD2 signaling inhibitors, cell-based, luminescence, uHTS, HEK293 (AID 1566). HEK293 NOD2/NF-kB luciferase reporter, luminescence; higher % means a stronger effect. one-dose inhibition, % at 4 µM; EC50 in µM for titrated hits. 290,000 compounds, 0.63% hits; further: many of its hits are not listed in these tables
KOR beta-arrestin-1: kappa opioid receptor blockers – cell-based, luminescence, uHTS (AID 1778); KOR beta-arrestin recruitment, luminescence, antagonist mode; higher % means a stronger effect; inhibition, % at 10 µM, or IC50 in µM where a hit was titrated; 290,000 compounds, 0.091% hits; further: strong numbers were not always called active
PMI inhibition: MPI inhibition at elevated mannose 6-phosphate – biochemical, fluorescence intensity, high mannose 6-phosphate, primary screen (AID 1220); recombinant PMI enzyme, coupled fluorescence intensity; higher % means a stronger effect; inhibition, % at 20 µM; hits with a dose series show IC50 in µM; 190,000 compounds, 0.66% hits
PMI inhibitors: inhibitors of human PMI, primary screen, biochemical, fluorescence intensity, coupled assay (AID 1209) | purified PMI enzyme, coupled fluorescence intensity; higher % means a stronger effect | inhibition, % at 20 µM; hits with a dose series show IC50 in µM | 190,000 compounds, 0.42% hits;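 further: plate controls were DMSO vehicle for no effect and wells lacking substrate for full effect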
KOR beta-arrestin-2: kappa opioid receptor activators – cell-based, luminescence, uHTS, primary screen (AID 1777) | KOR beta-arrestin recruitment, luminescence; higher % means a stronger effect | 280,000 compounds, 0.02% hits | activation, % at 10 µM; hits with a dose series show EC50 in µM; in the data active means activation above about 50%, passing the limit was not always enough; further: a part of the inactive calls stands beside numbers as strong as those of hits
TNAP activation fold: human TNAP enzyme activators, primary screen, biochemical, luminescent, no phosphate acceptor, uHTS (AID 1001). 200,000 compounds, 0.03% hits. purified TNAP, luminescent activation assay, no phosphate acceptor; higher activation fold means a stronger effect. activation fold at 20 µM, or EC50 in µM where a hit was titrated; in the data active means activation fold from about 3, or a potency from the dose series; inactive means the rest, 99 in 100 with activation fold below about 1.6; further: many of its hits are not listed in these tables
LYP phosphatase: inhibitors of LYP phosphatase, biochemical, fluorescence intensity, uHTS (AID 1779); recombinant LYP phosphatase, fluorescence intensity; higher % means a stronger effect; inhibition, % at 11.5 µM; hits with a dose series show IC50 in µM; 290,000 compounds, 0.054% hits;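 further: plate controls were vehicle with enzyme for no effect and no enzyme for full effect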
XIAP antagonists: small molecules displacing peptide from XIAP – biochemical, IAP family, fluorescence polarization (AID 1018). 200,000 compounds, 0.007% hits. displacement, % at 20 µM, or IC50 in µM where a hit was titrated. XIAP BIR domain, fluorescence polarization peptide displacement; higher % means a stronger effect; in the data active means displacement above about 50%; further: a part of the inactive calls stands beside numbers as strong as those of hits
NOD1 inhibition: NOD1 signaling inhibitors, primary screen, cell-based, luminescence, uHTS (AID 1578); NOD1-driven NF-kB luciferase reporter cells, luminescence; higher % means a stronger effect; one-dose inhibition, % at 4 µM; EC50 in µM for titrated hits; 290,000 compounds, 1% hits; in the data active means inhibition mostly above about 36%, no sharp cut-off; inactive means mostly below about 34%;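 further: HEK-293T reporter cells stimulated with the NOD1 agonist gamma-tri-DAP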
* marks the source's active call; other numbers are inactive results; . = not tested or not shown; [ ] = remark or other dose. Unless noted, no stated cut-off is given here; in the data, active means inhibition above about 50%; inactive means the rest. These rows are one share of the data, so the mix of outcomes need not match the whole.

Abbreviations: A = NOD2 inhibition; B = KOR beta-arrestin-1; C = PMI inhibition; D = PMI inhibitors; E = KOR beta-arrestin-2; F = TNAP activation fold; G = LYP phosphatase; H = XIAP antagonists; I = NOD1 inhibition
> Cc1ccc(S(=O)(=O)Nc2nsc(N)n2)cc1
  A: 2% | B: -54% | C: -5% | D: 2% | E: -0.9% | F: 1.1 | G: -6% | H: -5.2% | I: -11%

> O=C(CC1C(=O)NCCN1Cc1cccc(Oc2ccccc2)c1)NCCc1cscn1 (stereo not given)
  A: 0% | B: -46%[20 µM] | C: . | D: . | E: . | F: 1.1 | G: -8% | H: -4.0% | I: -46%

> Cc1cc(C)cc(OC(C)C(=O)Nc2ccccc2C(=O)NCc2cccnc2)c1 (stereo not given)
  A: 12% | B: -37% | C: . | D: . | E: -3.5% | F: . | G: -4% | H: . | I: -1%

> CN(C(=O)COC(=O)c1cnc(Cl)c(Cl)c1)C1CCS(=O)(=O)C1 (stereo not given)
  A: 15% | B: 0% | C: -6% | D: -7% | E: -0.7% | F: 1.1 | G: -5% | H: -3.3% | I: -21%

> CC(=O)Nc1ccc2nc(-c3ccncc3)[nH]c2c1
  A: -1% | B: -6% | C: 11% | D: 10% | E: 2.8% | F: 1.1 | G: -7% | H: -3.3% | I: -2%

> CCN(CC)c1ccc(NC(=O)CN2CCN(S(=O)(=O)c3cc(Cl)ccc3OC)CC2)cc1
  A: -105% | B: 2% | C: 4% | D: 4% | E: -1.2% | F: 1 | G: -1% | H: -18% | I: 28%

> CCn1c(CNc2ccc(Cl)cc2)nnc1SCc1ccccc1
  A: -9% | B: 9% | C: -4% | D: 2% | E: -3.0% | F: 1 | G: -7% | H: -5.4% | I: -15%

> CC(=O)c1ccc(S(=O)(=O)NCc2nnnn2-c2ccccc2)cc1
  A: 9% | B: -12% | C: . | D: . | E: -1.2% | F: . | G: -12% | H: . | I: -13%

> COc1ccccc1OCc1cc(C(=O)NCCN2CCCC(O)C2)no1 (stereo not given)
  A: 1% | B: -21% | C: . | D: . | E: 1.7% | F: . | G: -6% | H: . | I: -27%

> O=C(CN(Cc1ccccc1)S(=O)(=O)c1cccc(C(F)(F)F)c1)NC1CCCCC1
  A: -17% | B: 14% | C: 1% | D: 14% | E: -0.8% | F: 1.2 | G: 11% | H: -8.0% | I: -31%

> CC(NC(=O)C1CCCCC1)C(c1cccs1)N1CCN(C)CC1 (stereo not given)
  A: -14% | B: 9% | C: . | D: . | E: -0.3% | F: . | G: -4% | H: . | I: -7%

> N#Cc1ccc(NC(=O)Cn2cnc(S(=O)(=O)N3CCCCC3)c2)cc1
  A: 8% | B: -28% | C: . | D: . | E: 3.7% | F: . | G: -8% | H: . | I: -6%

> COc1cc2c(cc1NC(=O)CN(C)Cc1nc3ccccc3c(=O)[nH]1)oc1ccccc12
  A: -16% | B: -17% | C: -1% | D: -4% | E: 19% | F: 1.1 | G: 6% | H: -3.9% | I: -4%

> CC(C)(C)c1ccc(Cn2nnc3c(=O)[nH]c(C4CCCN(C(=O)c5ccco5)C4)nc32)cc1 (stereo not given)
  A: 7% | B: 14% | C: . | D: . | E: -3.8% | F: . | G: 1% | H: . | I: 11%

> COc1ccccc1NC(=O)CN1C(=O)C(C)SC(C)C1=O (stereo not given)
  A: 11% | B: 17% | C: 2% | D: 12% | E: -4.6% | F: 1 | G: -13% | H: -5.9% | I: -8%

> COc1ccccc1-c1nc(SCC(=O)Nc2ccccc2F)n[nH]1
  A: -4% | B: 5% | C: . | D: . | E: -2.6% | F: . | G: -12% | H: . | I: 4%

> Cc1ccc(N(C(=O)C2CCCC2)C2C=CS(=O)(=O)C2)cc1 (stereo not given)
  A: 4% | B: -23% | C: 1% | D: -1% | E: -2.1% | F: 1.1 | G: 2% | H: -3.2% | I: -5%

> Cc1ccc(CN2C(=O)CSc3ccc(C(=O)NCCN4CCOCC4)cc32)cc1
  A: -6% | B: 12% | C: 3% | D: 6% | E: -1.2% | F: 1.1 | G: -1% | H: -14% | I: -30%

> CN(CC(=O)NCc1ccco1)S(=O)(=O)c1ccc(F)cc1
  A: -10% | B: -24% | C: . | D: . | E: -0.2% | F: . | G: -4% | H: . | I: -13%

> CCOC(=O)C1=C(C)OC(N)=C(C#N)C1c1c(C)nn(-c2ccccc2)c1Cl (stereo not given)
  A: -8% | B: 2% | C: 12% | D: 19% | E: 0.2% | F: 1 | G: 10% | H: -5.0% | I: 6%

> O=C(OCCCOC(=O)c1ccccc1O)c1ccccc1O
  A: 7% | B: -22% | C: . | D: . | E: 5.1% | F: . | G: -10% | H: . | I: -26%

> O=C(Nc1ccncc1)c1cccc(F)c1
  A: 0% | B: 22% | C: 4% | D: 5% | E: -7.1% | F: 1.1 | G: 5% | H: -1.9% | I: -18%

> Cc1cc(C)n(-c2nc(NCCC(C)C)c3c4c(sc3n2)COC(C)(C)C4)n1
  A: 4% | B: -24% | C: 12% | D: 15% | E: 0.5% | F: 1.8 | G: -2% | H: -3.8% | I: 4%

> CN(C)S(=O)(=O)c1cccc(NC(=O)CCSc2ccc(Cl)cc2)c1
  A: 20% | B: -76% | C: 9% | D: 4% | E: 5.6% | F: 1.2 | G: -3% | H: -7.1% | I: -10%

> CS(=O)(=O)NC1CCN(Cc2ccccc2)CC1
  A: 3% | B: -13% | C: 0% | D: 2% | E: -2.7% | F: 1.1 | G: 4% | H: 0.1% | I: -9%

2 compounds picked at random from the list so far:
Abbreviations: A = NOD2 inhibition; B = KOR beta-arrestin-1; C = PMI inhibition; D = PMI inhibitors; E = KOR beta-arrestin-2; F = TNAP activation fold; G = LYP phosphatase; H = XIAP antagonists; I = NOD1 inhibition
> CS(=O)(=O)NC1CCN(Cc2ccccc2)CC1
  A: 3% | B: -13% | C: 0% | D: 2% | E: -2.7% | F: 1.1 | G: 4% | H: 0.1% | I: -9%

> COc1cc2c(cc1NC(=O)CN(C)Cc1nc3ccccc3c(=O)[nH]1)oc1ccccc12
  A: -16% | B: -17% | C: -1% | D: -4% | E: 19% | F: 1.1 | G: 6% | H: -3.9% | I: -4%

(cont.)
Abbreviations: A = NOD2 inhibition; B = KOR beta-arrestin-1; C = PMI inhibition; D = PMI inhibitors; E = KOR beta-arrestin-2; F = TNAP activation fold; G = LYP phosphatase; H = XIAP antagonists; I = NOD1 inhibition
> O=C1C(Cl)=C(N2CCOCC2)C(=O)N1c1ccccc1
  A: 5% | B: -1% | C: 6% | D: 11% | E: 0.6% | F: 1 | G: 1% | H: -1.5% | I: -4%

> NS(=O)(=O)c1ccc(NS(=O)(=O)c2ccc(Br)cc2)cc1
  A: 17% | B: -3% | C: . | D: . | E: -2.8% | F: . | G: -10% | H: . | I: -51%

> O=C1c2cccc3cccc(c23)C(=O)N1c1ccc(O)cc1
  A: 14% | B: -9% | C: . | D: . | E: -2.5% | F: . | G: -12% | H: . | I: -32%

> Cc1ccc(C(=O)Nc2ccc(O)c(C(=O)O)c2)o1
  A: 21% | B: 25% | C: -3% | D: 8% | E: -3.0% | F: 1.1 | G: -8% | H: -2.6% | I: -5%

> CNC(=O)c1cc(S(=O)(=O)Nc2ccc3c(c2)OCCO3)ccc1C
  A: 16% | B: -5% | C: . | D: . | E: 0.4% | F: . | G: -11% | H: . | I: 1%

> CC(C)CNC(=O)CC(NCC(C)C)C(=O)O (stereo not given)
  A: 7% | B: . | C: 9% | D: 11% | E: 2.6% | F: 1.2 | G: -4% | H: -6.0% | I: 28%

> CCOC(=O)C1CCN(C(=O)Cn2cc(C(=O)c3ccco3)c3ccccc32)CC1
  A: 20% | B: -16% | C: -33% | D: -14% | E: 15% | F: 1.1 | G: 7% | H: -6.1% | I: 8%

> O=c1c2cn[nH]c2nc(SCc2cc(=O)n3cc(Br)ccc3n2)n1-c1ccc(Br)cc1
  A: 12% | B: 29% | C: 1% | D: 9% | E: 2.9% | F: 1.1 | G: 0% | H: -9.9% | I: 16%

> CC(=O)C1=C(c2ccccc2)NC(=S)NC1c1cc(Cl)c(OC(C)C)c(Cl)c1 (stereo not given)
  A: -2% | B: -1% | C: 5% | D: 25% | E: 11% | F: 1 | G: 12% | H: -3.7% | I: 6%

> CC(=O)Nc1ccc(OS(=O)(=O)c2ccccc2C)cc1
  A: 1% | B: 11%[20 µM] | C: -8% | D: -5% | E: -2.5% | F: 1.1 | G: -10% | H: -3.2% | I: -16%

> CCNC(=S)NNC(=O)c1cc(C)on1
  A: -3% | B: -24% | C: -1% | D: -9% | E: 3.1% | F: 1.1 | G: -7% | H: -10% | I: -35%

> Cc1c(NC(=O)C(c2ccccc2)c2ccccc2)cccc1C(=O)O
  A: 0% | B: -5% | C: . | D: . | E: 7.7% | F: . | G: -6% | H: . | I: -10%

> Cc1cc(C)n(-c2ccc(Cl)c(C(=O)Nc3ccc(-c4nnc5n4CCCCC5)cc3)n2)n1
  A: 11% | B: 29% | C: 46% | D: 4% | E: 7.1% | F: 1.1 | G: -4% | H: -3.8% | I: 6%

> Cc1ccsc1/C=N/Nc1ccc(C(=O)O)cc1
  A: -25% | B: -21% | C: . | D: . | E: 6.5% | F: . | G: -3% | H: . | I: -2%

> O=C(Nc1ccsc1C(=O)N1CCCC1)c1ccccc1
  A: 17% | B: -8% | C: -12% | D: -13% | E: -0.9% | F: 1.1 | G: -1% | H: -7.4% | I: -44%

> CCOC(=O)N1CCC(N2Cc3cccc(C(=O)Nc4c(C)cccc4CC)c3C2=O)CC1
  A: 2% | B: -34% | C: . | D: . | E: -4.0% | F: . | G: -3% | H: . | I: -19%

> COc1ccc(NC(=O)NNC(=O)C(C)Oc2ccc3ccccc3c2)cc1 (stereo not given)
  A: -10% | B: -18% | C: . | D: . | E: -1.3% | F: . | G: -6% | H: . | I: -22%

> Cc1cccc2c1-c1sc(C(=O)N3CCCCC3)cc1CO2
  A: -46% | B: -14%[20 µM] | C: . | D: . | E: -6.1% | F: . | G: -9% | H: . | I: -37%

> CC(=O)C1=C(C)NC(SCSc2ccccc2)=C(C#N)C1c1cccnc1 (stereo not given)
  A: 6% | B: 33% | C: 5% | D: 14% | E: -0.3% | F: 1 | G: 5% | H: 0.8% | I: -36%

> CN(C(=O)COC(=O)c1ccc2c(c1)OCO2)C1CCS(=O)(=O)C1 (stereo not given)
  A: -4% | B: 1% | C: 2% | D: 4% | E: -3.7% | F: 1.1 | G: -8% | H: -2.7% | I: -18%

> CC(=O)c1[nH]c(C)c(C(=O)N2CCCC(Nc3cccc(F)c3)C2)c1C (stereo not given)
  A: 14% | B: 15% | C: . | D: . | E: 1.4% | F: . | G: -2% | H: . | I: 2%

> CC(C)(C)NC(=O)N1CCCC(C(=O)c2cccc(Cl)c2)C1 (stereo not given)
  A: -232% | B: 9% | C: 2% | D: 8% | E: -1.9% | F: 1 | G: -1% | H: -2.9% | I: -22%

> COc1ccc(CN2CCN(Cc3ccc(C)cc3)CC2)c(OC)c1
  A: -27% | B: 31% | C: . | D: . | E: -4.7% | F: . | G: -5% | H: . | I: -1%

> O=C(C1CCC(CNc2c(N3CCCC3)c(=O)c2=O)CC1)N1CCc2ccccc21 (stereo not given)
  A: -19% | B: 13% | C: . | D: . | E: 2.4% | F: . | G: -3% | H: . | I: 3%

Complete entries from above. Values in the order: NOD2 inhibition, KOR beta-arrestin-1, PMI inhibition, PMI inhibitors, KOR beta-arrestin-2, TNAP activation fold, LYP phosphatase, XIAP antagonists, NOD1 inhibition
`Cc1cc(C)n(-c2ccc(Cl)c(C(=O)Nc3ccc(-c4nnc5n4CCCCC5)cc3)n2)n1` is listed as 11%, 29%, 46%, 4%, 7.1%, 1.1, -4%, -3.8%, 6%
`CNC(=O)c1cc(S(=O)(=O)Nc2ccc3c(c2)OCCO3)ccc1C` is listed as 16%, -5%, ., ., 0.4%, ., -11%, ., 1%
